Assay outcomes from PubChem.
KB-V1 cytotox – KB-V1 MDR subline cytotoxicity. 400,000 compounds, 3.4% hits. Potency, µM (top dose mostly 46.1 µM), for the others: top-dose activity change, negative = cytotoxicity, most hits filed as cytotoxic. AID 1347076. KB-V1 MDR cells viability, CellTiter-Glo, 72 h; further: potency means the concentration at half of the fitted maximal effect; on the % scale 0 is the no-effect control and ±100 the full control effect; nearly all actives have a fitted effect of over 60% in size
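Drug-selected KB-V1 cells, grown in DMEM lacking phenol red with 10% FBS, receive compound titrations; after three days at 37 degrees C, surviving cell ATP is quantified by CellTiter-Glo luminescence and responses normalized and curve-fitted.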
MCF10A rereplic – inducers of DNA re-replication in MCF 10A breast cells | MCF 10A DNA re-replication, Hoechst nuclear intensity, 48 h | Potency, µM (highest dose often 46.1 µM), for inactives: at the highest dose activity, positive = re-replication, usual class: activators | 350,000 compounds, 2.9% hits | AID 624296; further: potency means the concentration at half of the fitted maximal effect; % of control where 0% means no effect; nearly all actives have a fitted effect of over 50% in size
WRN helicase inh – inhibitors of human WRN helicase; Q14191; 360,000 compounds, 0.46% hits; Potency, µM (doses to about 114 µM), inactives show at the highest dose activity change, negative = inhibition, most hits filed as inhibitors; WRN helicase unwinding, fluorescent forked duplex, kinetic; further: potency means the concentration at half of the fitted maximal effect; on the % scale 0 is the no-effect control and ±100 the full control effect; nearly all actives have a fitted effect of over 55% in size
Target sequence (Q14191 whole entry, looked up): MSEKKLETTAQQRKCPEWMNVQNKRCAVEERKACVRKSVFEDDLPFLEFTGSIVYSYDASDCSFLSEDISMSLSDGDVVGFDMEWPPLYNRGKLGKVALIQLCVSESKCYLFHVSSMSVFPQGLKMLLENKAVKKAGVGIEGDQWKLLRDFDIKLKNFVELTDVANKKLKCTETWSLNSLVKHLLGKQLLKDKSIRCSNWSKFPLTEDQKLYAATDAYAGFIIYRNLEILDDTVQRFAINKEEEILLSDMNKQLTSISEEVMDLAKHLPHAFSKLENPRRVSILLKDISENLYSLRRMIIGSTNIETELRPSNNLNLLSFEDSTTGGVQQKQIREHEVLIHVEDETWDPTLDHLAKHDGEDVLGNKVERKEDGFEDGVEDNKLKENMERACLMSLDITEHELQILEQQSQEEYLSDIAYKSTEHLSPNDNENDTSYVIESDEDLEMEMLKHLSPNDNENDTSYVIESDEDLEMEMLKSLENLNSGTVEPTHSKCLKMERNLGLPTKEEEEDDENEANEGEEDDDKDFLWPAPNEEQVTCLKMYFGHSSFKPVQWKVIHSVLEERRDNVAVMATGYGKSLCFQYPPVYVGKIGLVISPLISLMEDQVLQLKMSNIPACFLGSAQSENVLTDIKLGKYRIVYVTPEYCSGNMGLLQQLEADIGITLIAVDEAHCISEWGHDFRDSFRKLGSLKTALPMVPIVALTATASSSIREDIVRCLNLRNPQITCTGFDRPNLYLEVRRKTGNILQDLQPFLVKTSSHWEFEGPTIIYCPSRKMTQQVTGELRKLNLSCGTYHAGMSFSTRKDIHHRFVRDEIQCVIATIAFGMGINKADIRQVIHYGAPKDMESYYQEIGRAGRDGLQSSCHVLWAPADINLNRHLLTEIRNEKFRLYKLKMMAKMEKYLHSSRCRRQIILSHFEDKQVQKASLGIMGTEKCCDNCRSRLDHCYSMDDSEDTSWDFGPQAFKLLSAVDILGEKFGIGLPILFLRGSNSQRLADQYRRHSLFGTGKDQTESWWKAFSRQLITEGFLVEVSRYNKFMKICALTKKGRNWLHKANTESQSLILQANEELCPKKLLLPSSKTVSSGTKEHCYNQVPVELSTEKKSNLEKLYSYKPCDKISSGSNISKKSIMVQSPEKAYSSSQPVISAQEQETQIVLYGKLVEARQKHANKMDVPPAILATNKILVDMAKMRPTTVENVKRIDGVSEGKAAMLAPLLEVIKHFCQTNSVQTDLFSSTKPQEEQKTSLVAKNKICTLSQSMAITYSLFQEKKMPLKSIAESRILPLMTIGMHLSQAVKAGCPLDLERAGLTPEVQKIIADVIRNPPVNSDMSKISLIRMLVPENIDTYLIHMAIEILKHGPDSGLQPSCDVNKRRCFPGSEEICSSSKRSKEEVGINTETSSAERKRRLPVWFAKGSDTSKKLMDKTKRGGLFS
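Enzyme (20 nM final) and test compound sit together 15 min at room temperature before substrate addition. Substrate is a single-forked duplex oligonucleotide (100 nM) labelled with fluorophore and quencher, with 2 mM ATP; helicase unwinding raises red fluorescence, read kinetically.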
ATXN2 expr inh – inhibitors of ATXN2 expression | HEK-293 ATXN2-luciferase reporter, luminescence, 24 h | Potency, µM (titrated, usually from 57 µM), for inactives: at the top dose activity change, negative = inhibition, hits mostly inhibitors | 360,000 compounds, 0.72% hits | AID 1745845; further: potency means the concentration at half of the fitted maximal effect; on the % scale 0 is the no-effect control and ±100 the full control effect; nearly all actives have a fitted effect of over 55% in size
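ATXN2-luciferase reporter cells (luciferase flanked by upstream and downstream ATXN2 gene portions) were treated 24 h at 37 °C with compounds at up to 57 uM. SteadyGlo luminescence gave expression; GF-AFC fluorescence gave viability.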
HT1080NT lethal – kills 2HG-producing HT-1080-NT fibrosarcoma cells; AID 686970; Potency, µM (titrated, usually from 46.1 µM), for inactives: at the highest dose activity, negative = less viability, usual class: cytotoxic; HT-1080-NT fibrosarcoma viability, CellTiter-Glo ATP luminescence, 48 h; 360,000 compounds, 1.6% hits;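 further: NT is the 2HG producing partner of a matched IDH1 knockdown line; potency means the concentration at half of the fitted maximal effect; 0% = DMSO-treated cells and -100% = media-only wells without cells; nearly all actives have a fitted effect of over 55% in size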
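HT-1080-NT fibrosarcoma cells (2HG-overproducing), 750 cells/well in RPMI with 5% FBS, dosed after 2 h and incubated 48 h at 37C. CellTiter-Glo luminescence normalized to DMSO and no-cell wells; concentration-response curves fitted and classed.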
SW480 rerep – DNA re-replication induction in SW480 cells. SW480 DNA re-replication, Hoechst DNA content imaging, 48 h. Potency, µM (top dose mostly 46.1 µM), for inactives: at the highest dose re-replication activation, actives largely listed as activators. 340,000 compounds, 1.8% hits; further: potency means the concentration at half of the fitted maximal effect; % of control where 0% means no effect; nearly all actives have a fitted effect of over 55% in size
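Hoechst fluorescence of nuclei (405 nm excitation, 500-530 nm emission) measured by plate-scanning imager after 48 hr compound exposure at 37 C; re-replication scored as increased number of nuclei with elevated intensity.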
IL-1B inflam inh – inhibitors of inflammasome signaling (IL-1 beta secretion); THP-1 LPS/ATP IL-1B secretion, AlphaLISA, 16 h; stronger effect = lower value; activity change, % at 57.5 µM; 360,000 compounds, 4.7% hits; in the data active means activity change below about -50%; inconclusive means mostly about -30% to -49%; further: on the % scale 0 is the no-effect control and ±100 the full control effect
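THP-1 cells pretreated 1 hr with compounds (up to 57.5 uM final), then stimulated with LPS (250 ng/mL final) plus ATP (1.25 mM final); secreted IL-1B measured by AlphaLISA after 16 hr, decreased signal indicating inhibition.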
KB-3-1 cytotox – kills parental KB-3-1 adenocarcinoma cells; KB-3-1 viability, CellTiter-Glo ATP luminescence, 72 h; Potency, µM (doses to about 46.1 µM), for inactives: at the top dose activity change, negative = cytotoxic, most hits filed as cytotoxic; 400,000 compounds, 1.4% hits; AID 1347075; further: potency means the concentration at half of the fitted maximal effect; on the % scale 0 is the no-effect control and ±100 the full control effect; nearly all actives have a fitted effect of over 60% in size
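Using CellTiter-Glo luminescence, growth of non-resistant KB-3-1 adenocarcinoma cells is assessed 72 h after pin-tool compound addition at 37 °C. Normalized responses across the concentration series yield fitted curves.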
HT1080 IDH1KD tx – toxicity to HT-1080 IDH1 knockdown cells (counter line) | 360,000 compounds, 2% hits | Potency, µM (series often up to 46.1 µM), for inactives: at the highest dose activity, negative = toxicity, actives largely listed as cytotoxic | HT-1080 IDH1 knockdown viability, ATP luminescence, 48 h;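 further: potency means the concentration at half of the fitted maximal effect; 0% = DMSO wells and -100% = cell-free medium wells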
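Assay cells: HT-1080 with IDH1 knockdown, 750 per well, RPMI/5% FBS. Exposure: 48 h at 37 °C following 2 h pre-incubation. Read: CellTiter-Glo luminescence; fitted concentration-response, curve class assigned.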
* = called active by the depositor; ? = inconclusive; / = not tested or not shown; & = joins results of further samples; [ ] = another dose, or the depositor's remark. Unless noted, the call rests on the fitted dose curve; in most records, active means well fitted curve in the direction sought with a large enough effect; inconclusive means small, poorly fitted or top-dose-only effect, or another doubt; inactive means no such curve, though single readings can be large; an effect the other way counts as inactive or inconclusive.

Start of the data: the first nine compounds as a preview:
SMILES	KB-V1 cytotox	MCF10A rereplic	WRN helicase inh	ATXN2 expr inh	HT1080NT lethal	SW480 rerep	IL-1B inflam inh	KB-3-1 cytotox	HT1080 IDH1KD tx
COc1cc(OC)cc(-c2c(C#Cc3ccsc3)c3cc(-c4ccc(OC)c(F)c4)ccc3n2C)c1	-29%	27%	-11%	6%	13%	1%	12	-10%	11%
COC(=O)[C@@]12C[C@@H](CC(=O)NCc3ccc(C)o3)C(=O)N(Cc3ccccc3)C1=CCC(C)(C)C2	18µM*	/	-7%	/	-13%	/	-5	-22%	-19%
C=CCOn1c(=O)c(-c2ccc(F)cc2)[n+]([O-])c2ccccc21	0%	-2%	-12%	/	14%	-29%	-6	5%	10%
CCN(CC)S(=O)(=O)c1ccccc1/C=N\O	10%	-4%	-2%	0%	-6%	-10%	-6	13%	-3%
O=C(CSc1nnc2ccc(-c3ccc(F)cc3)nn12)N1CCOCC1	4%	1%	-3%	-6%	2%	-2%	-13	0%	7%
COc1ccccc1C(=O)OCC(=O)NC(=O)NC1CCCC1	25%	-1%	-5%	/	20%	-22%	6	5%	5%
CC(C)[C@H](NC(=O)C1(c2ccccc2)CCN(C(=O)OC(C)(C)C)CC1)C(=O)O	-7%	1%	6%	-12%	-4%	0%	9	7%	-3%
CCN(CC)c1ccc(NC(=O)CCNS(=O)(=O)c2ccc3c(c2)CCC(=O)N3)c(C)c1	0%	-6%	3%	/	2%	-13%	30	-15%	-4%
CC(NC(=O)COC(=O)CCc1ccccc1)c1ccccc1 (configuration not stated)	23%	1%	5%	-16%	12%	-3%	0	4%	20%

Results (from the top)
SMILES	KB-V1 cytotox	MCF10A rereplic	WRN helicase inh	ATXN2 expr inh	HT1080NT lethal	SW480 rerep	IL-1B inflam inh	KB-3-1 cytotox	HT1080 IDH1KD tx
COc1cc(OC)cc(-c2c(C#Cc3ccsc3)c3cc(-c4ccc(OC)c(F)c4)ccc3n2C)c1	-29%	27%	-11%	6%	13%	1%	12	-10%	11%
COC(=O)[C@@]12C[C@@H](CC(=O)NCc3ccc(C)o3)C(=O)N(Cc3ccccc3)C1=CCC(C)(C)C2	18µM*	/	-7%	/	-13%	/	-5	-22%	-19%
C=CCOn1c(=O)c(-c2ccc(F)cc2)[n+]([O-])c2ccccc21	0%	-2%	-12%	/	14%	-29%	-6	5%	10%
CCN(CC)S(=O)(=O)c1ccccc1/C=N\O	10%	-4%	-2%	0%	-6%	-10%	-6	13%	-3%
O=C(CSc1nnc2ccc(-c3ccc(F)cc3)nn12)N1CCOCC1	4%	1%	-3%	-6%	2%	-2%	-13	0%	7%
COc1ccccc1C(=O)OCC(=O)NC(=O)NC1CCCC1	25%	-1%	-5%	/	20%	-22%	6	5%	5%
CC(C)[C@H](NC(=O)C1(c2ccccc2)CCN(C(=O)OC(C)(C)C)CC1)C(=O)O	-7%	1%	6%	-12%	-4%	0%	9	7%	-3%
CCN(CC)c1ccc(NC(=O)CCNS(=O)(=O)c2ccc3c(c2)CCC(=O)N3)c(C)c1	0%	-6%	3%	/	2%	-13%	30	-15%	-4%
CC(NC(=O)COC(=O)CCc1ccccc1)c1ccccc1 (configuration not stated)	23%	1%	5%	-16%	12%	-3%	0	4%	20%
CN(C)c1ccc(/C=N/NC(=O)C2CC2c2ccccc2)cc1 (configuration not stated)	17%	20%	-3%	8%	7%	-6%	-30	16%	-23%
O=C(/C=C/c1cccc([N+](=O)[O-])c1)NCCSCc1ccc(Cl)cc1	0%	?	-21%	-29%	3%	-2%	-3	?	-1%
Cc1cc(C)n(C(=O)CNC(=O)c2ccc(Cl)cc2Cl)n1	14%	-5%	?	-8%	14%	-3%	3	-2%	26%
C(=N/N1CCN(c2ccccc2)CC1)/c1ccncc1	?	?	-9%	-6%	-4%	15%	-3	3%	-2%
COc1ccc(C(CNC(=O)c2cccc(S(=O)(=O)Nc3ccccc3OC)c2)N2CCCCC2)cc1 (configuration not stated)	-4%	5%	2%	-8%	-16%	?	-13	-23%	-8%
Cc1cccc(N(C(=O)c2csnn2)C(C(=O)NC(C)(C)C)c2cccnc2)c1 (configuration not stated)	6%	0%	-2%	0%	2%	1%	11	-5%	19%
CCCCNC(=O)N(O)C1N(/N=C/c2ccccc2OC)C(=S)SC1(C)C (configuration not stated)	2%	-26%	6%	0%	1%	2%	-17	-1%	9%
Cc1cc(NC(=O)COC(=O)CCNS(=O)(=O)c2ccccc2)n(-c2ccccc2)n1	31%	-1%	7%	0%	6%	-3%	10	-3%	4%
CCCNC(=O)C1(C)CCCN(C(=O)/C=C/c2ccccc2)C1 (configuration not stated)	-1%	/	1%	-5%	3%	/	0	0%	5%
COc1ccc(C(=O)NCC(=O)N2CCN(c3ccc(F)cc3)CC2)cc1	-6%	5%	7%	1%	3%	-8%	-2	11%	1%
COc1ccc(-c2oc3ncn4nc(Cc5ccccc5)nc4c3c2-c2ccc(OC)cc2)cc1	3.7µM*	4%	7%	-7%	10%	1%	17	-4%	7%
COc1ccc(/C=N/Nc2ccc(C(=O)O)cc2)cc1Br	6%	9%	-20%	-67%	-29%	?	-2	-22%	-19%
CCC(c1nnnn1Cc1cccs1)N1CCN(c2nc3ccccc3s2)CC1 (configuration not stated)	?	?	-14%	-33%	-9%	18%	?	-25%	?
COc1cc(OC)c(C(=O)NC23CC4CC(CC(C4)C2)C3)cc1OC	0%	9%	-5%	/	-4%	2%	3	-1%	-7%
CC1=NN(c2nc3ccccc3s2)C(O)(C(F)(F)F)C1 (configuration not stated)	-17%	2%	2%	13%	0%	-8%	37	-2%	2%
CC(=O)NC(c1ccc(N(C)C)cc1)c1cc(Cl)c2cccnc2c1O (configuration not stated)	?	/	9%	/	?	/	61	3.3µM*	?
CCc1ccc(N2CC(C(=O)N3CCCCCC3)CC2=O)cc1 (configuration not stated)	-12%	-6%	-3%	41%[activator]	14%	1%	-4	13%	10%
c1ccc2c(c1)CCN(Cc1nnnn1Cc1ccc3c(c1)OCO3)C2	?	4%	-8%	-6%	-3%	-2%	-1	12%	5%[9.24 µM]
CNc1ccc(/C=C2\COc3ccccc3C2=O)cc1[N+](=O)[O-]	?	2%	-30%[57.1 µM]	43%[activator]	10%	-1%	2	-22%	15%
CC(=O)Oc1ccc(OC(C)=O)c(S(=O)(=O)c2ccc(C)c(C)c2)c1	11%	7%	-22%	/	10%	?	19	0%	0%
COc1cccc(C(=O)NCc2ccc(-c3nc4ccccc4s3)cc2)c1	0%	18%	-2%	-37%	-22%	10%	6	?	?
CC(C)c1ccc(NC(=S)NC2CCN(Cc3ccccc3)CC2)cc1	21µM*	28%	-31%	0%	?	?	-89*	?	?
COc1ccc(Cl)cc1N1C(=O)/C(=C/c2sccc2C)N=C1SCC(=O)NC1CC1	-9%	?	-2%	-31%	-20%	?	-70*	?	-20%
O=C(c1cccc(Oc2c(Cl)cccc2[N+](=O)[O-])c1)N1CCCCC1	-9%	0%	-3%	-27%	-3%	5%	-20	-7%	-13%
COc1ccc(OC2OC3COC(C)(C)OC3C(O)C2NC(C)=O)cc1 (configuration not stated)	?	-5%	-17%	-18%	12%	-8%	0	-3%	16%
COc1ccc(CNC(=O)CSc2nnnn2-c2ccc(O)cc2)cc1	12%	0%	-10%	5%	-12%	-10%	0	4%	-5%
CC1CCCC/C1=N\NS(=O)(=O)c1ccc(Br)cc1 (configuration not stated)	?	-4%	-1%	-9%	12%	-11%	12	1%	11%
COc1ccc(C(=O)NCC2(c3ccc(OC)c(OC)c3)CCCC2)cc1OC	?	/	2%	/	-1%	/	?	-8%	-18%
COc1ccc(/C=N/NC(=O)c2cccc(OC(F)(F)C(F)F)c2)cc1O	-1%	17%	-13%	15%	4%	-8%	4	-1%	-12%
O=S1(=O)[C@H]2C[C@@H]3C=C[C@@]2(CN1Cc1cccc(C(F)(F)F)c1)O3	9%&-9%	-1%	11%	6%	0%	-15%	-19	21%&2%	-1%
Cc1nn(CC(=O)N(C)C2CCS(=O)(=O)C2)c(C)c1[N+](=O)[O-] (configuration not stated)	6%	3%	1%	2%	10%	-18%	1	-4%	17%
COc1cc(/C=N/NC(=O)c2cccc(N3CCCC3=O)c2)ccc1O	0%	5%	0%	42%[activator]	22%	?	-12	-1%	19%
CCc1ccc(OCc2cccc(C(=O)N/N=C\c3cnn(C)c3C)c2)cc1	10%	1%	6%	-5%	-7%	?	6	11%	8%
Nc1cccc2c1C(=O)N(c1ccccc1)C2=O	-11%	13%	-1%	14%	16%	11%	0	-2%	2%
CS(=O)(=O)N1CCC(CO)(Cc2ccccc2C(F)(F)F)CC1	0%	?	4%	11%	5%	-64%[inhibitor]	18	8%	-1%
